High-throughput results: PubChem, several laboratories
Hep lipid drop: inhibitors of hepatocyte lipid droplet formation, primary screen, imaging, high-throughput imaging, BODIPY stain. AML12 mouse hepatocytes, oleate lipid droplets. hit rate 0.4% among 240,000. inhibition, % at 6.5 µM;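 active = lipid droplet intensity inhibited by at least 50%, with more than 500 cells counted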
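Test system: AML12 mouse liver cells; schedule: overnight exposure; technique: high-content imaging of BODIPY-stained droplets and DAPI nuclei; read-out: % inhibition of corrected integrated BODIPY droplet signal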
Myeloid diff 2: induction of myeloid progenitor differentiation, primary screen, cell-based, flow cytometry, MLPCN library. ER-HoxA9 myeloid progenitors, lysozyme-GFP differentiation. calls only at 10 µM. hit rate 1% among 360,000. AID 624256, 2012;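 active = normalized GFP-positive differentiation at or above the plate's own cutoff, the solvent-only control mean plus 3 SD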;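 also: cells exposed to compound for four days before flow analysis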
T cell modulator: modulators of CD8 T cell-vesicle binding, primary screen, mouse 2C CD8+ T cells, flow cytometry; 2C CD8+ T cell-vesicle binding; stronger effect = lower value; calls only at 7 µM; hit rate 0.068% among 330,000; AID 2052, 2009;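 active = response, share of CD8 T cells binding vesicles, and their 90th percentile fluorescence all below set limits, cut at about 80% in these data, passing the limit was not always enough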
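Read-out – percent CD8+ FL2 mean versus row control · System – murine 2C transgenic CD8+ T lymphocytes · Times – 1.5 h cell–vesicle binding at 37 °C, then 20 min icy labelling · Control set – naked vesicles low, QL9 vesicles with vehicle high · Detection – cytometric PE anti-B7-1 and Alexa647 anti-CD8 signals after 1% paraformaldehyde fixation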
Ins promoter up: insulin promoter activators in MIN6 cells, imaging, high-content screening, mouse beta cells; hit rate 0.3% among 190,000; AID 1625, 2009; MIN6 insulin promoter-GFP reporter; stronger effect = higher value; z-score at 5 µM;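 active = z-score above 3 at 5 µM with at least 500 cells counted in the well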
WT yeast gro inh: growth inhibition of WT strain, primary screen, mitochondrial fusion inhibitor project, WT and mutant strains, chemical genetic; mitochondrial fusion phenotypic screen; inhibition, % at 10 µM; hit rate 2.1% among 190,000; in the data active = inhibition above about 58%; tested in S. cerevisiae
b-catenin transl: modulators of beta-catenin nuclear translocation, primary screen, imaging, HeLa cells, immunofluorescence, high-content; nuclear translocation activity, % at 5 µM; hit rate 0.3% among 190,000;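 active = nuclear translocation activity above 50% at 5 µM, with a well cell count of 50 or more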;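 also: per-cell ratio of nuclear to cytoplasmic median beta-catenin stain intensity; plate controls were DMSO negative control for no effect and GSK-3 inhibitor IX positive control for full effect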
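Signal – beta-catenin immunofluorescence imaging with DAPI · Test system – human HeLa cell line · Dosing – 5 µM primary single dose, 0.1% DMSO, 0.02–20 µM confirmation series · Measure – % activation, nuclear-to-cytoplasmic median beta-catenin signal ratio per cell · Incubation – 24 h compound exposure at 37°C, 5% CO2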
West Nile antiviral: West Nile virus antiviral activity, cell-based, CPE readout (AID 1621) | West Nile virus-infected cells, CPE inhibition; higher % means a stronger effect | one-dose CPE inhibition, % at 10 µM; IC50 in µM for titrated hits | hit rate 0.02% among 290,000; in the data active = a potency from the dose series; also: strong numbers were not always called active
MT stabilize HCS: microtubule stabilizers in HeLa cells, primary screen, imaging, high-content imaging | HeLa tubulin immunostaining HCS, 24 h; share of cells brighter than vehicle mean+2SD | % tubulin-high responders, % at 10 µM | hit rate 0.83% among 200,000 | AID 2205, 2009;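 active = plate Z-score above 3 for both tubulin-high and condensed-nucleus cell shares, with cell loss under 80%, at 10 µM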;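 also: anti alpha tubulin signal scored within the nucleus-defined area of each cell; some results filed as inactive read as strong as hits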
Autophagy mod: autophagy modulators in MEF cells, primary screen, imaging, high-content, MEF GFP-LC3. calls only at 10 µM (by protocol). MEF GFP-LC3 puncta imaging; test concentration mostly 10 µM. AID 463193, 2010. hit rate 0.98% among 190,000;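 active = percentage of spot-positive cells more than 3 SD above its plate mean, without a fluorescence outlier flag or 80% toxicity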;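 also: spot-positive cell cutoff set from DMSO-treated cells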
WT yeast gro inh mutant strain: also measured in WT yeast gro inh; calls as there; inhibition, %; mitochondrial fusion phenotypic screen, mutant strain inhibition
Ins promoter up cell count: second read-out of Ins promoter up, no call of its own (marks repeat the call); cell count; measured here: cytotoxicity, nuclei count;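 total cells summed across four imaged fields per well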
Hep lipid drop cells 6.5 µM: also measured in Hep lipid drop; calls as there; cell count; measured here: cell count, cytotoxicity flag;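 cells counted across two imaged fields per well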
b-catenin transl cell count 5 µM: also measured in b-catenin transl; calls as there; cell count; measured here: cell count, cytotoxicity flag
T cell modulator vesicle-bound %: second read-out of T cell modulator, no call of its own (marks repeat the call); double positive events, %; measured here: CD8+ vesicle-bound cell fraction;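 binding gate set so that unloaded-vesicle control wells show 10% double positive cells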
MT stabilize HCS Hoechst-high %: recorded beside MT stabilize HCS, whose call it bears; % Hoechst-high responders; measured here: nuclear condensation Hoechst responders;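 share of cells brighter than vehicle mean plus two SD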
MT stabilize HCS cytotoxicity %: recorded beside MT stabilize HCS, whose call it bears; toxicity, %; measured here: cytotoxicity by cell density;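 0% = mean cell density of plate MIN control wells and 100% = no cells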
Autophagy mod cell loss 18 h: recorded beside Autophagy mod, whose call it bears; toxicity, %; measured here: cell loss, nuclei count;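 cell loss after 18 h compound exposure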
Myeloid diff 2 GFP+ MAC1+ %: second read-out of Myeloid diff 2, no call of its own (marks repeat the call); GFP+ MAC1+ double positive, %; measured here: differentiation confirmed by MAC1 staining
* marks the source's active call; other numbers are inactive results; i = inactive; . = no result given.

Screens in order: Hep lipid drop	Hep lipid drop cells 6.5 µM	Myeloid diff 2	Myeloid diff 2 GFP+ MAC1+ %	T cell modulator	T cell modulator vesicle-bound %	Ins promoter up	Ins promoter up cell count	WT yeast gro inh	WT yeast gro inh mutant strain	b-catenin transl	b-catenin transl cell count 5 µM	West Nile antiviral	MT stabilize HCS	MT stabilize HCS Hoechst-high %	MT stabilize HCS cytotoxicity %	Autophagy mod	Autophagy mod cell loss 18 h
CCOCN(C(=O)Cn1c(CO)nc2ccccc21)c1c(C)cccc1CC
 : .	.	i	0.9	i	36	-0.26	1173	9	-1	0.4	1111	-1.8%	4.7	2.8	8.1	i	-6
COc1ccc(/C=C/C(=O)NC2CCCCCCC2)cc1S(=O)(=O)N1CCOCC1
 : -1	603	i	4.5	i	31	0.21	1306	-10	-33	2.0	824	-1.3%	10	6.0	7.1	i	10
Cc1cccn2c(=O)c(/C=C(\C#N)C(N)=O)c(N3CCN(Cc4ccc5c(c4)OCO5)CC3)nc12
 : 4	681	i	1.3	i	49	-1.2	1403	-23	-14	-0.9	1015	0.0%	1.1	3.1	7.7	i	-6
C=CC[n+]1c(-c2ccc(C)cc2)csc1Nc1c(C)n(C)n(-c2ccccc2)c1=O
 : 31	712	i	0.4	i	51	-0.83	1468	17	0	-0.8	1055	-0.8%	2.0	2.3	9.4	i	7
O=C(COC(=O)c1cnc(Cl)c(Cl)c1)NCc1cccs1
 : -6	697	i	0.3	i	57	0.12	1227	4	8	-0.1	1124	-0.6%	0.1	2.8	6.2	i	-14
CC(CC(=O)NCC1CCCO1)c1ccccc1 (stereo not drawn)
 : -5	604	i	0.1	i	61	-0.09	1614	-17	14	-0.9	1145	0.0%	3.4	3.1	4.9	i	8
O=C(Nc1ccc(O)cc1)c1cccc(Oc2ccc([N+](=O)[O-])cc2)c1
 : -4	740	i	0.2	i	33	1.1	1383	6	1	6.0	1525	-0.2%	37*	23*	50*	i	-3
CSc1ccccc1NC(=O)c1ccco1
 : .	.	i	0.9	i	19	-0.38	1062	1	5	3.1	1112	0.0%	3.0	2.0	5.1	i	15
COCCNc1nnc(SCC(=O)NC(=O)c2ccccc2OC)s1
 : 28	692	i	0.9	i	61	.	.	.	.	.	.	0.1%	.	.	.	.	.
CCOC(=O)c1ccc(NC(=O)CCc2nc(-c3ccc(Cl)cc3)no2)cc1
 : .	.	i	0.5	i	14	0.11	1396	6	0	-0.1	610	0.0%	5.1	2.8	8.9	i	-6
Cc1ccc(N2NC3(CCN(C(N)=O)CC3)NC2=O)cc1
 : 0	669	.	.	i	58	-0.08	1550	19	16	-1.6	1109	-0.1%	3.5	1.5	9.0	i	13
CC(C)(CNC(=O)c1cc(=O)[nH]c2ccccc12)N1CCOCC1
 : 7	762	i	1.4	i	54	-0.28	848	-13	-2	.	.	.	2.0	0.8	3.2	i	-14
CC1CN=C(N(C(=O)Nc2ccccc2)C(C)C)S1 (stereo not drawn)
 : 14	791	i	2.8	i	8	0.01	1219	8	7	-0.9	1282	0.4%	1.8	1.2	4.3	i	-6
FC(F)(F)c1cccc(N2CCN(Cc3ccoc3)CC2)c1
 : -5	702	i	8.2	i	20	0.68	1263	2	15	.	.	-0.2%	2.1	2.0	3.2	i	-1
CCN(CC)CCCNc1ncnc2scc(-c3ccc(F)cc3)c12
 : 7	889	i	0.9	i	53	.	.	.	.	.	.	-0.7%	.	.	.	.	.

Single values from the list.
Ins promoter up, `COc1ccc(/C=C/C(=O)NC2CCCCCCC2)cc1S(=O)(=O)N1CCOCC1` = 0.21
West Nile antiviral, `FC(F)(F)c1cccc(N2CCN(Cc3ccoc3)CC2)c1` = -0.2%

Following part
Screens in order: Hep lipid drop	Hep lipid drop cells 6.5 µM	Myeloid diff 2	Myeloid diff 2 GFP+ MAC1+ %	T cell modulator	T cell modulator vesicle-bound %	Ins promoter up	Ins promoter up cell count	WT yeast gro inh	WT yeast gro inh mutant strain	b-catenin transl	b-catenin transl cell count 5 µM	West Nile antiviral	MT stabilize HCS	MT stabilize HCS Hoechst-high %	MT stabilize HCS cytotoxicity %	Autophagy mod	Autophagy mod cell loss 18 h
Cc1cc(=O)oc2cc(NS(=O)(=O)c3ccc(F)cc3)ccc12
 : 9	709	i	0.4	i	60	-0.16	1465	.	.	-2.9	1104	-0.4%	.	.	.	.	.
CCNC(=S)NNC(=O)c1cc(C2CC2)nc2ccccc12
 : .	.	i	1.5	.	.	-0.02	1554	-10	-4	-2.0	1384	.	3.0	1.9	1.5	i	9
COc1cc(NC(=O)CSc2ncnc3sc4c(c23)CCCC4)c(C(=O)O)cc1OC
 : 16	828	i	0.5	i	49	.	.	.	.	.	.	-0.2%	.	.	.	.	.
COc1cccc([C@@H]2Oc3ccc(Br)cc3C(=O)[C@H]2OC(=O)NC2CCCC2)c1
 : -14	712	.	.	i	18	-0.05	924	47	-9	.	.	0.1%	3.9	2.1	8.6	i	24
COc1cccc(/C=C2\C=C(c3ccc(C)cc3)OC2=O)c1OC(C)=O
 : 7	416	i	0.8	i	34	.	.	.	.	.	.	-0.5%	.	.	.	.	.
Cc1ccc(C2=NOC(C)(c3nnc(-c4ccc(F)cc4)o3)C2)cc1 (stereo not drawn)
 : .	.	i	1.0	i	33	-0.11	1117	.	.	-1.2	1163	-0.5%	.	.	.	.	.
Cc1ccccc1NC(=O)C1CC(=O)n2ncnc2N1 (stereo not drawn)
 : 6	716	i	0.5	i	6	-0.09	1041	.	.	-0.7	1380	0.2%	.	.	.	.	.
COc1ccc(S(=O)(=O)NC(C)c2ccccc2)cc1C(=O)N1CCCCC1 (stereo not drawn)
 : 0	684	i	0.4	i	24	.	.	.	.	.	.	-0.1%	.	.	.	.	.
COc1ccc(NC(=O)c2sc(N)nc2-c2ccccc2)cc1
 : 4	702	i	1.2	i	24	-0.55	1140	1	12	-2.0	1120	-0.4%	1.8	1.9	3.3	i	21
CCC(C)C(NC(N)=O)C(=O)Nc1ccc(C(=O)OC)cc1 (stereo not drawn)
 : -1	698	i	0.3	i	53	-0.49	1159	-21	7	1.6	1009	-0.4%	3.5	3.3	6.9	i	6
C=CCn1c(SCC(N)=O)nnc1-c1cc(Br)ccc1O
 : 6	770	i	2.1	i	32	.	.	-26	4	.	.	0.8%	4.8	1.7	5.3	i	27
COc1ccc(N2C(=O)CSC23C(=O)Nc2ccccc23)cc1OC (stereo not drawn)
 : .	.	i	2.9	i	31	0.25	1480	-3	-3	-6.0	991	-0.1%	2.1	1.8	6.8	i	-22
CC(C)(C)N/N=C/c1cc(Cl)cc([N+](=O)[O-])c1O
 : -7	734	i	0.3	i	44	.	.	-5	-1	-3.6	1128	-0.3%	1.9	1.7	5.5	i	-3
CCCCn1c(=NC(=O)c2ccco2)c(C(=O)OCC)cc2c(=O)n3cccc(C)c3nc21
 : 7	747	i	0.8	i	13	.	.	.	.	-1.0	1339	-0.1%	.	.	.	.	.
Cc1cc(C)nc(NS(=O)(=O)c2ccc(NC(=O)c3nn(-c4ccccc4)ccc3=O)cc2)n1
 : 0	687	i	0.5	i	17	.	.	.	.	.	.	-0.2%	.	.	.	.	.

The closing 2 records of the section above open the next one.
Screens in order: Hep lipid drop	Hep lipid drop cells 6.5 µM	Myeloid diff 2	Myeloid diff 2 GFP+ MAC1+ %	T cell modulator	T cell modulator vesicle-bound %	Ins promoter up	Ins promoter up cell count	WT yeast gro inh	WT yeast gro inh mutant strain	b-catenin transl	b-catenin transl cell count 5 µM	West Nile antiviral	MT stabilize HCS	MT stabilize HCS Hoechst-high %	MT stabilize HCS cytotoxicity %	Autophagy mod	Autophagy mod cell loss 18 h
CCCCn1c(=NC(=O)c2ccco2)c(C(=O)OCC)cc2c(=O)n3cccc(C)c3nc21
 : 7	747	i	0.8	i	13	.	.	.	.	-1.0	1339	-0.1%	.	.	.	.	.
Cc1cc(C)nc(NS(=O)(=O)c2ccc(NC(=O)c3nn(-c4ccccc4)ccc3=O)cc2)n1
 : 0	687	i	0.5	i	17	.	.	.	.	.	.	-0.2%	.	.	.	.	.
CCOC(=O)COc1c(C=O)cc(Br)cc1OC
 : .	.	i	1.7	i	18	.	.	20	8	.	.	0.1%	2.7	1.5	6.0	i	-6
Cc1cc(/C=C2\SC(=S)NC2=O)c(C)n1-c1ccccc1
 : 4	694	i	2.0	i	56	0.97	1307	.	.	-3.9	1242	0.3%	.	.	.	.	.
Cc1ccc(C(=O)O)cc1-c1ccc(/C=C2\SC(=O)N(CC(=O)Nc3ccc4c(c3)OCO4)C2=O)o1
 : 15	700	i	1.0	i	67	.	.	.	.	.	.	-0.2%	.	.	.	.	.
C=CCN1C(=O)/C(=N/n2cnnc2)c2ccccc21
 : .	.	i	0.9	i	21	-0.22	1247	-5	-4	-0.8	774	0.3%	3.8	2.7	2.2	i	16
CCOc1ccc(N(C(=O)c2cc3ccccc3oc2=O)C2C=CS(=O)(=O)C2)cc1 (stereo not drawn)
 : 2	670	i	0.8	i	48	1.3	1594	-10	-44	-3.3	1100	-1.2%	2.3	1.3	7.7	i	7
CCC(=O)NC(=S)Nc1ccc(NC(=O)c2ccco2)cc1
 : 17	657	i	0.4	i	60	1	1668	16	3	-0.7	954	-0.7%	1.7	0.9	2.0	i	-4
COC(=O)Nc1sc2c(c1C(=O)NCc1ccco1)CCC2
 : -2	712	i	1.3	i	31	0.24	1419	-15	-13	0.3	1066	-0.7%	5.3	2.8	7.3	i	-8
CN(C1(C)CCS(=O)(=O)C1)S(=O)(=O)c1ccc(F)cc1 (stereo not drawn)
 : -3	821	i	2.1	i	40	.	.	.	.	.	.	-0.3%	.	.	.	.	.
O=C(NCc1ccccc1)C(=O)NCC1OCCN1S(=O)(=O)c1ccc([N+](=O)[O-])cc1 (stereo not drawn)
 : -19	643	i	0.2	i	59	0.78	1333	5	12	-1.9	1143	-0.9%	2.9	1.6	9.2	i	0
